High-throughput results deposited in PubChem BioAssay by several laboratories.
TLR9-MyD88 block – inhibitors of TLR9-MyD88 association in cells, primary screen, cell-based, CHO, BLA complementation, fluorescence; inhibition, % at 4.98 µM; 0.21% of 340,000 active; CCF4 FRET ratio; Toll-like receptor 9 (Homo sapiens) + Myeloid differentiation primary response protein …;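 active = inhibition above the mean over all tested compounds plus 3 SD, cut at about 21% in these data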;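 note: 0% = DMSO only wells and 100% = clavulanate BLA inhibitor control wells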
NR2F2 inh – NR2F2 transcriptional activity inhibitors, primary screen, cell-based, luciferase reporter, HEK293T, luminescence; HEK293T NGFI-A luciferase reporter; inhibition, % at 8.6 µM; AID 686940, 2013; COUP transcription factor 2 (Homo sapiens), P24468; 0.7% of 370,000 active;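 active = inhibition above a per-plate cutoff, mean inhibition of test wells between control levels plus 3 SD, cut at about 38% in these data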;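 note: cells cotransfected with COUP-TFII expression vector driving the NGFI-A reporter; 0% = median of COUP-TF2 test wells and 100% = reporter-only cells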
LRH-1 inv ag – LRH-1 (NR5A2) inverse agonists, primary screen, cell-based, luminescence, HEK293T, StAR-luciferase reporter; Nuclear receptor subfamily 5 group A member 2 (Homo sapiens), O00482; LRH-1 transfected, 24 h; inhibition, % at 3.6 µM; 0.13% of 360,000 active;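 active = inhibition above the mean inhibition of all tested compounds plus 3 SD, cut at about 73% in these data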;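 note: 0% = DMSO wells and 100% = reporter-only cells lacking LRH-1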
SRC1 inh – SRC1 coactivator transcriptional activity inhibitors, primary screen, cell-based, luminescence; 0.12% of 360,000 active; Nuclear receptor coactivator 1 (Homo sapiens), Q15788; AID 588354, 2011; inhibition, % at 3.6 µM; HEK293 GAL4-SRC1 luciferase reporter;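 active = inhibition above the campaign mean plus 3 SD, with each screening campaign given its own cutoff, cut at about 60% in these data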;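 note: 0% = DMSO treated cells and 100% = gossypol at 36 µM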
LMP1 NFkB inh – EBV LMP1-driven NF-kappaB luciferase reporter inhibitors, primary screen, cell-based, luminescence, single point; LMP1-induced NF-kappaB luciferase reporter cells; inhibition, % at 12.5 µM; 0.69% of 350,000 active; AID 504558, 2011; in the data active = inhibition above about 41%;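 note: 0% = neutral control wells and 100% = reference inhibitor control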
ABHD5-PLIN5 inh – ABHD5-PLIN5 interaction inhibitors, primary screen, cell lysate, split luciferase complementation, luminescence. Split G. princeps luciferase complementation, 4 h. inhibition, % at 4 µM. 0.78% of 360,000 active;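 active = inhibition above the mean inhibition across every tested compound plus 3 SD, cut at about 22% in these data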;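 note: 0% = DMSO only wells and the 100% control is not disclosed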
NOD2 RIPK2 PPI – NOD2-RIPK2 binding disruptors in cells, primary screen, fluorescence, CHO cells, BLA complementation. inhibition, % at 4.98 µM. CCF4 ratio. Receptor-interacting serine/threonine-protein kinase 2 (Homo sapiens), O43353. 0.38% of 360,000 active; in the data active = inhibition above about 21%;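 note: 0% = vehicle only and 100% = reference blocker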
Target sequence (O43353 whole entry, looked up): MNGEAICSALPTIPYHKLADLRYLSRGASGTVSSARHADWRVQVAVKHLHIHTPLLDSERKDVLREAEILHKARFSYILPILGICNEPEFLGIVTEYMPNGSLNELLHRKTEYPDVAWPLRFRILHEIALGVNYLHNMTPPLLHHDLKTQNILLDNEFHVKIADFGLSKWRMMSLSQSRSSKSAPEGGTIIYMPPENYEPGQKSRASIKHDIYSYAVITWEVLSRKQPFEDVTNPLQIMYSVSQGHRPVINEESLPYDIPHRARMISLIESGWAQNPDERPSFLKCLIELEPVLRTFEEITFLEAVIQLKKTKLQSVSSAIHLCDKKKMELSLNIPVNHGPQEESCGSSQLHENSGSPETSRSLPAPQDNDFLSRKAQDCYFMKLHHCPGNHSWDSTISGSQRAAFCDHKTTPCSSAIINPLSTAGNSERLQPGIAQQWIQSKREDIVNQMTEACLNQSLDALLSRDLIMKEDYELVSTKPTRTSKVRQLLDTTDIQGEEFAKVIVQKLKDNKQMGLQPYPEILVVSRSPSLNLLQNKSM
NCOA3 inh – SRC3 coactivator transcriptional activity inhibitors, primary screen, cell-based, luminescence | Nuclear receptor coactivator 3 (Homo sapiens), Q9Y6Q9 | HEK293 GAL4-SRC3 luciferase reporter | inhibition, % at 3.6 µM | 0.17% of 360,000 active | AID 588352, 2011;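 active = inhibition above a per-campaign cutoff, the mean of all compounds plus 3 SD, cut at about 60% in these data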;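 note: 0% = DMSO-treated cells and 100% = gossypol-treated cells at 36 µM; higher means less SRC3-driven luciferase light from the GAL4 reporter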
MC4R barr agon – MC4R agonists recruiting beta-arrestin, primary screen, cell-based, luminescence, agonist arm of biased-ligand search; Melanocortin receptor 4 (Homo sapiens), P32245; U2OS MC4R beta-arrestin complementation; percent of melanotan II response, DMSO zero; activation, % at 8.9 µM; 0.98% of 360,000 active;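 active = activation above a per-plate cutoff, the mean activation of sample wells on that plate plus 3 SD, cut at about 8% in these data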
Target sequence (P32245 whole entry, looked up): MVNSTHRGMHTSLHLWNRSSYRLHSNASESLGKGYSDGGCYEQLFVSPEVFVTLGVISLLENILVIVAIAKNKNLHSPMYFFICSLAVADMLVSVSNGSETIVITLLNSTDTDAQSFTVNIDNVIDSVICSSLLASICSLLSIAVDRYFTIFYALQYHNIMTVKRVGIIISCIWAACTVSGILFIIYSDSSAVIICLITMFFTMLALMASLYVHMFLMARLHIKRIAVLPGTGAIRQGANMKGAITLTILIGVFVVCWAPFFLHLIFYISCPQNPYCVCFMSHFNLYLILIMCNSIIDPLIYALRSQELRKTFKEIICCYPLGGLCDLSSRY
MC4R antag cAMP – MC4R antagonists of cAMP signaling, primary screen, cell-based, TR-FRET, antagonist arm of biased-ligand search | Melanocortin receptor 4 (Homo sapiens), P32245 | MC4R-expressing cells, MTII-stimulated cAMP, LANCE TR-FRET | inhibition, % at 6.5 µM | 0.48% of 360,000 active;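 active = inhibition above its plate's cutoff, the mean of tested wells on that plate plus 3 SD, cut at about 29% in these data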;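 note: 0% = Melanotan II alone and 100% = Melanotan II plus saturating MCL0020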
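Assay system: U2OS cells stably expressing human melanocortin 4 receptor (MC4R) / Dosing: 6.5 µM / Timing: compound 30 min, challenge 1 h, detection 1 h / Measured by: Eu-cAMP/anti-cAMP TR-FRET, emission 671 nm / Replicates: singlicate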
SRC2 inh – inhibition of GAL4-SRC2 driven luciferase reporter, primary screen, SRC2 inhibitor project, cell-based, luminescence; inhibition, % at 9 µM; 0.17% of 370,000 active; Nuclear receptor coactivator 2 (Homo sapiens), Q15596; HEK293 GAL4-SRC2 luciferase reporter;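 active = inhibition above the mean inhibition of all tested compounds plus 3 SD, set per campaign, cut at about 52% in these data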;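 note: 0% = DMSO treated cells and 100% = cells given Gossypol at 36 µM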
Starred values were filed as active, the others as inactive; x = no result given.

1: Cc1cc(C)c(C(=O)COC(=O)C2CCN(c3ccc(C(F)(F)F)cn3)CC2)c(C)c1
2: CCCN1C(=O)S/C(=C/c2ccc(N3CCOCC3)o2)C1=O
3: Fc1ccccc1-c1nnc2n1N=C(c1ccc(OC(F)F)c(OCC3CC3)c1)CS2
4: CC1=NN(Cc2ccccc2)C(=O)/C1=C/c1ccc(N(C)C)cc1
5: CCN(CC(=O)Nc1c(F)cccc1F)C(=O)C1CCC1
6: Cc1cccc(C)c1NC(=O)C(c1ccc(C#N)cc1)n1c(=O)c(-c2ccco2)nc2ccccc21 (configuration not stated)
7: Cc1cc(NC(=O)CN2CCN(c3ncccn3)CC2)no1
8: Cc1cc2oc(=O)cc(-c3ccccc3)c2c(C)c1-c1ccc(CO)cc1

Compound	1	2	3	4	5	6	7	8
LRH-1 inv ag	-10	3	33	22	-24	-14	16	48
NR2F2 inh	2	9	-2	0	15	-8	-26	-1
MC4R antag cAMP	12	-4	0	-35	12	x	0	15
SRC2 inh	14	8	1	26	-1	-17	-19	-29
SRC1 inh	-17	-49	-11	-1	1	x	4	-42
ABHD5-PLIN5 inh	3	83*	0	8	-3	50*	1	-4
LMP1 NFkB inh	1	-13	12	1	3	x	1	-14
MC4R barr agon	-1.1	0.3	-0.5	-1.1	-0.3	x	0.3	-0.7
TLR9-MyD88 block	-2	15	-1	0	-16	x	-1	2
NCOA3 inh	-3	-35	10	-5	0	x	12	8
NOD2 RIPK2 PPI	10	41*	-8	-1	-12	-12	2	-8

9: O=Cc1c(NCc2cccc(F)c2)c2ccccc2[nH]c1=O
10: CCCCC(NC(C)=O)c1nc2ccccc2n1CCC (configuration not stated)
11: CN(CCCN1CCOCC1)Cc1cn(C)nc1-c1ccccc1F
12: COC(=O)C1=C(NC(=O)c2cccc(OC)c2)CCS1
13: COc1ccc(/C(C)=N/NC(=S)Nc2cc(C)ccc2C)cc1
14: CCN1CCN(c2ccc(S(=O)(=O)N3CCOCC3)cc2NC(=O)/C=C/c2ccc(OC)c(OC)c2)CC1
15: Cc1csc(NC(=O)CSc2nnc(NC(=O)NC(C)(C)C)s2)n1
16: Cc1[nH]c2ccccc2c1N=Nc1ccc(F)cc1

Compound	9	10	11	12	13	14	15	16
LRH-1 inv ag	10	2	-2	-4	11	-28	-24	13
NR2F2 inh	6	8	9	x	8	9	-33	24
MC4R antag cAMP	7	-1	13	24	-1	12	5	-3
SRC2 inh	-3	26	10	x	8	-18	-27	2
SRC1 inh	-11	-5	-10	-7	1	-9	-21	-5
ABHD5-PLIN5 inh	-4	-3	0	2	0	-5	-14	-17
LMP1 NFkB inh	-7	4	-1	-16	5	0	-7	-21
MC4R barr agon	0.1	-0.8	-2.0	-2.5	1.4	1.2	-0.3	1.0
TLR9-MyD88 block	-5	9	-7	1	-39	0	-1	4
NCOA3 inh	11	11	14	-2	18	6	-29	-26
NOD2 RIPK2 PPI	2	1	-1	-6	-16	2	2	3

Given as labelled records: part of the list above
15	Cc1csc(NC(=O)CSc2nnc(NC(=O)NC(C)(C)C)s2)n1
  LRH-1 inv ag = -24
  NR2F2 inh = -33
  MC4R antag cAMP = 5
  SRC2 inh = -27
  SRC1 inh = -21
  ABHD5-PLIN5 inh = -14
  LMP1 NFkB inh = -7
  MC4R barr agon = -0.3
  TLR9-MyD88 block = -1
  NCOA3 inh = -29
  NOD2 RIPK2 PPI = 2
16	Cc1[nH]c2ccccc2c1N=Nc1ccc(F)cc1
  LRH-1 inv ag = 13
  NR2F2 inh = 24
  MC4R antag cAMP = -3
  SRC2 inh = 2
  SRC1 inh = -5
  ABHD5-PLIN5 inh = -17
  LMP1 NFkB inh = -21
  MC4R barr agon = 1.0
  TLR9-MyD88 block = 4
  NCOA3 inh = -26
  NOD2 RIPK2 PPI = 3

Carrying on:
17: CC(CCc1ccccc1)NC(=O)/C=C/c1ccccc1 (configuration not stated)
18: COC(=O)Cc1c(O)ccn(Cc2ccc(OC)c(OC)c2)c1=O
19: C=CCn1c(-c2cccc(OC)c2)n[nH]c1=S
20: COCC(C)n1c(C)cc(C(=O)CSc2nnnn2-c2ccc(O)cc2)c1C (configuration not stated)
21: Cc1ccc(NC(=O)N2CCN(c3ncccc3C(F)(F)F)CC2)cc1
22: CC(=O)Nc1ccc(NC(=O)CCc2c(C)noc2C)cc1
23: O=C(O)COCC(=O)NC1CCN(Cc2ccccc2)CC1
24: O=C(Nc1nccs1)c1ccc(Cl)c(S(=O)(=O)N2CCCCC2)c1

Compound	17	18	19	20	21	22	23	24
LRH-1 inv ag	7	5	-1	-2	-36	-2	15	-19
NR2F2 inh	-24	0	-5	-11	10	13	3	15
MC4R antag cAMP	-1	11	9	8	5	4	-1	6
SRC2 inh	1	-5	-1	-43	3	-30	-12	13
SRC1 inh	3	-6	1	-13	-9	-8	-19	-14
ABHD5-PLIN5 inh	-8	6	-3	1	4	4	4	2
LMP1 NFkB inh	4	3	5	-1	-5	-6	x	3
MC4R barr agon	-0.7	-0.6	-0.8	0.2	-1.3	-3.3	0.7	-0.2
TLR9-MyD88 block	5	12	6	4	1	7	x	-15
NCOA3 inh	-6	4	-10	-13	2	7	10	-7
NOD2 RIPK2 PPI	-3	1	-6	-2	-7	-1	-4	-7

25: Cc1cc(NC(=O)CSc2nnc(-c3ccc(S(=O)(=O)N4CCCC4)cc3)n2C)no1
26: COC(=O)c1ccccc1NC(=O)CSc1nnnn1-c1ccc(C)cc1C
27: Nc1ccc2nc(CCCO)[nH]c2c1
28: Cc1noc(C)c1S(=O)(=O)Nc1ccc(C(C)C)cc1
29: Cc1c(Cc2ccccc2)sc(NC(=O)/C=C/c2cccc3ccccc23)c1C(N)=O
30: CCOC(=O)Cc1csc2nc3sc(C)c(C)c3c(=O)n12
31: COCCCNC(=O)Cn1cnc(C(=O)Nc2ccc(C)c(C)c2)n1
32: COc1ccc(CNC(=O)C2CCCN2C)cc1OC (configuration not stated)

Compound	25	26	27	28	29	30	31	32
LRH-1 inv ag	-29	-6	3	13	-7	20	-22	14
NR2F2 inh	6	-2	10	-15	3	-16	-16	18
MC4R antag cAMP	11	17	16	7	-8	4	-2	11
SRC2 inh	-5	-10	-24	7	-1	15	-36	8
SRC1 inh	3	7	-11	0	-2	-11	-23	-36
ABHD5-PLIN5 inh	-6	-4	-2	-1	-1	4	3	-8
LMP1 NFkB inh	-10	6	-2	-7	13	3	7	-12
MC4R barr agon	-1.5	2.5	0.1	0.5	0.2	0.3	-1.1	-1.5
TLR9-MyD88 block	6	-4	-3	-4	-8	3	-4	0
NCOA3 inh	-27	13	11	6	-6	1	-15	13
NOD2 RIPK2 PPI	11	6	-4	-8	-6	-4	-8	0

33: Cc1c(NC(=O)c2cc(-n3cnnc3)ccc2Cl)cccc1-c1nc2ccccc2s1
34: C=CCNC(=O)C(=O)NCC1CCCN1S(=O)(=O)c1cccs1 (configuration not stated)
35: CCOc1ccc(/C=C/C(=O)Oc2ccccc2)cc1
36: Cc1cc(C)c(NC(=O)CN(C)CC(=O)Nc2cccc(S(=O)(=O)N(C)c3ccccc3)c2)c(C)c1
37: C=CCNC(=O)CC(=O)N/N=C/c1cccc(C)c1
38: CCc1ccc(/C=C/C(=O)c2ccc(S(=O)(=O)N(C)C)cc2)cc1
39: O=C(CSc1ncc(-c2ccccc2)[nH]1)Nc1ccccc1
40: COCCCNC(=O)C1CC(=O)N(C2CCCC2)C1 (configuration not stated)
41: CC(C)NC(=O)N(C)C[C@H]1Oc2c(NC(=O)C3CC3)cccc2C(=O)N([C@H](C)CO)C[C@@H]1C
42: Cn1cccc1C(=O)C(=O)Nc1cccc(Cl)c1Cl
43: Cc1ccc(C)c(NC(=O)COC(=O)CC2c3ccccc3CCN2S(=O)(=O)c2ccc(F)cc2)c1 (configuration not stated)

Compound	33	34	35	36	37	38	39	40	41	42	43
LRH-1 inv ag	-63	-6	9	7	13	8	-3	-5	-34	-108	5
NR2F2 inh	-19	1	-8	19	10	-11	6	5	3	-46	x
MC4R antag cAMP	18	-7	7	17	3	3	10	3	3	5	-2
SRC2 inh	-41	-12	2	9	-9	3	1	14	11	-55	x
SRC1 inh	-73	10	-2	2	9	9	5	-5	9	-95	8
ABHD5-PLIN5 inh	4	-5	7	-2	4	41*	-1	-7	-13	-2	-4
LMP1 NFkB inh	-1	-4	-5	10	-6	7	-2	4	-5	-51	5
MC4R barr agon	5.2	-1.5	0.8	0.2	1.4	7.2	-0.3	-2.4	-0.1	0.2	1.5
TLR9-MyD88 block	-1	-15	-3	-2	17	2	-5	-6	-2	-2	-6
NCOA3 inh	-52	1	12	10	6	19	6	-10	-5	-87	1
NOD2 RIPK2 PPI	9	15	-1	1	-6	-4	6	1	-15	1	-12

Among those listed so far, two contain a CF3 group:
1: Cc1cc(C)c(C(=O)COC(=O)C2CCN(c3ccc(C(F)(F)F)cn3)CC2)c(C)c1
21: Cc1ccc(NC(=O)N2CCN(c3ncccc3C(F)(F)F)CC2)cc1

Compound	1	21
LRH-1 inv ag	-10	-36
NR2F2 inh	2	10
MC4R antag cAMP	12	5
SRC2 inh	14	3
SRC1 inh	-17	-9
ABHD5-PLIN5 inh	3	4
LMP1 NFkB inh	1	-5
MC4R barr agon	-1.1	-1.3
TLR9-MyD88 block	-2	1
NCOA3 inh	-3	2
NOD2 RIPK2 PPI	10	-7

A portion of the library, so the mix of outcomes need not match the whole.
